# Source: PubChem BioAssay
# ELG1 genotoxic: inducers of genotoxicity in HEK293T ELG1-luciferase cells; Potency, µM (titrated, usually from 46 µM), for inactives: top-dose activity change, positive = activation, usual class: activators; HEK293T ELG1-luciferase reporter, luminescence, 16 h; actives 1.3% (n = 330,000); AID 504466; note: potency is the fitted concentration of half-maximal effect; % of control where 0% means no effect; nearly all actives have a fitted effect of over 60% in size
#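 16 hr compound incubation (37 °C, 5% CO2) of HEK293T cells carrying luciferase-tagged ELG1; luciferase then measured by ONE-Glo luminescence after 30 min at RT.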
# p53 reactivator: restores transcriptional activity of mutant p53; AID 504706; H1299 p53-A138V BP100-luciferase reporter, luminescence, 24 h; Potency, µM (highest dose often 92.2 µM), without a hit: at the highest dose activity change, positive = activation, hits mostly activators; actives 0.063% (n = 320,000); note: potency is the fitted concentration of half-maximal effect; % of control where 0% means no effect; nearly all actives have a fitted effect of over 45% in size
#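 p53-null H1299 cells stably carrying temperature-sensitive p53-A138V and a BP100-luciferase reporter were pinned with compounds (4-point, 1:5 series) and held 24 hrs at 37 deg C. Luminescence was read 10 min after detection reagent.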
# BRCA1 expr up: BRCA1 expression activation; AID 624202; Potency, µM (top dose mostly 46.1 µM), without a hit: top-dose activation, actives largely listed as activators; MCF7-BRCA1-FFLuc reporter, luminescence, 48 h; response scale: scaled: vehicle 0%, 10 µM genistein 100%; actives 1.1% (n = 380,000); note: potency is the fitted concentration of half-maximal effect; nearly all actives have a fitted effect of over 80% in size; some results filed as inactive show a strong effect at the top dose
#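 Reporter cells (MCF7, BRCA1 promoter-firefly luciferase) received library compounds across a concentration series for 48 h. End-point luminescence was measured and concentration-effect curves derived after normalization.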
# TRPV1 agonist: activates the human vanilloid receptor TRPV1; activation, % at 8.33 µM; TRPV1-expressing cells, Fluo-8 calcium influx, agonist mode; Q8NER1; actives 0.19% (n = 320,000); in the data active = activation above about 80%; inconclusive = between about 30% and that limit; note: 0% is about no effect
#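 Cells expressing TRPV1 were dye-loaded with Fluo-8 and read kinetically: 10 s baseline, 3 min after compound (agonist portion), then 2 min after EC20 capsaicin (allosteric enhancer portion). Calcium-bound dye fluorescence at 480/520 nm.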
# S-ASM inh: inhibitors of human secretory acid sphingomyelinase. P17405. placental ASM, HMU-PC fluorogenic substrate, 60 min. Potency, µM (titrated, usually from 57.5 µM), without a hit: at the highest dose activity change, negative = inhibition, hits mostly inhibitors. actives 0.006% (n = 340,000); note: potency is the fitted concentration of half-maximal effect
# Target sequence (P17405 47-631 limits assumed): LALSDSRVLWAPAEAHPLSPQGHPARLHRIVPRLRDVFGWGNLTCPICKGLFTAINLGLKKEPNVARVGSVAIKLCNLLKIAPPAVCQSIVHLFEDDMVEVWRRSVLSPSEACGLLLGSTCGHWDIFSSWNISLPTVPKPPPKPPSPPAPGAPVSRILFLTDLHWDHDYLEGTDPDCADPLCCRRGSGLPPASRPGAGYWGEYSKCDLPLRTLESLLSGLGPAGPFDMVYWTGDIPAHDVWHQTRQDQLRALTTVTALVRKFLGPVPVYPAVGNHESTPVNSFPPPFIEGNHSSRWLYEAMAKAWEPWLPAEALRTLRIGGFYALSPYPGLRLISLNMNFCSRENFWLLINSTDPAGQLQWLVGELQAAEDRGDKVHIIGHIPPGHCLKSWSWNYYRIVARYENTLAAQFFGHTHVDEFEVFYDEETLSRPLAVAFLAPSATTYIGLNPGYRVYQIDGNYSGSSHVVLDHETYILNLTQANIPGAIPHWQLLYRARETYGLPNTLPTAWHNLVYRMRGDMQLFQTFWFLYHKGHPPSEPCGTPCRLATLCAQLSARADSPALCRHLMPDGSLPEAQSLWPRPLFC
#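 Human placenta-derived ASM preincubated with compound 10 min at room temperature, then reacted with 9 uM (final) fluorogenic HMU-PC substrate for 60 min at 37 C. Stop solution raises pH to 10; fluorescence read at Ex 386/Em 447 nm.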
# uPA surface inh: cell surface uPA generation inhibition; Potency, µM (top dose mostly 38.3 µM), for inactives: at the top dose activity change, negative = inhibition, hits mostly inhibitors; cell surface uPA generation assay, qHTS; actives 0.31% (n = 330,000); AID 540303; active = well fitted inhibition curve with a large enough effect; inconclusive = small, poorly fitted or top-dose-only effect; inactive = no such curve, though single readings can be large or run the other way; tested in mouse RAW 264.7 cells; note: potency is the fitted concentration of half-maximal effect; % is set by controls: 0 for no effect and ±100 for the full control effect; nearly all actives have a fitted effect of over 55% in size
# Eya2 phos inh: blocks the phosphatase activity of human Eya2; O00167; recombinant Eya2, OMFP fluorescence dephosphorylation (OMFP is methylfluorescein phosphate); Potency, µM (titrated, usually from 76.9 µM), for inactives: at the highest dose activity, negative = inhibition, usual class: inhibitors; actives 0.006% (n = 330,000); AID 488837; note: potency is the fitted concentration of half-maximal effect; % is set by controls: 0 for no effect and ±100 for the full control effect
# Target sequence (O00167 whole entry, looked up): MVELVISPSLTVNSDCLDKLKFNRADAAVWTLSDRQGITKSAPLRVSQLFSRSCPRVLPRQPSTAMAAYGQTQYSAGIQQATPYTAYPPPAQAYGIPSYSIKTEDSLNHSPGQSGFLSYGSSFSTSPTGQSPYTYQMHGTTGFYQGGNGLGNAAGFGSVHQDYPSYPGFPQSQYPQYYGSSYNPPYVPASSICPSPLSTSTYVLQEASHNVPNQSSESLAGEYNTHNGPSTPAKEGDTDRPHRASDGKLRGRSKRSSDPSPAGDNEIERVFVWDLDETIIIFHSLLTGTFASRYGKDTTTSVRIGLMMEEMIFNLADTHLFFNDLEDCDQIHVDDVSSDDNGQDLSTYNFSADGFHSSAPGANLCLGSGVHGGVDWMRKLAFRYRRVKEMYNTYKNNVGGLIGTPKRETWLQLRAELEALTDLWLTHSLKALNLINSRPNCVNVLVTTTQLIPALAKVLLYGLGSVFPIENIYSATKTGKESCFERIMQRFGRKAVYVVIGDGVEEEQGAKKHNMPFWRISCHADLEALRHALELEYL
#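 Eya2 (0.2 uM) preincubated 10 min at ambient with compound, then OMFP substrate added at 50 uM; 10 min reaction in 50 mM HEPES pH 7.5, 50 mM NaCl, 5 uM MgCl2, 0.05% BSA, 1 mM DTT. Fluorescence read at Ex 485/Em 525 nm.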
# USP2a inh: inhibitors of human ubiquitin-specific protease USP2a. O75604. USP2 core, Ub-CHOP2 coupled fluorogenic reporter, 485/531. Potency, µM (series often up to 38.3 µM), for the others: at the highest dose activity change, negative = inhibition, actives largely listed as inhibitors. actives 0.01% (n = 330,000). AID 463254;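 note: potency is the fitted concentration of half-maximal effect; plate controls were DMSO wells for no effect and full inhibition by NEM control for full effect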
#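 USP2 core (10nM final) preincubated 30min RT with compound in 20mM Tris-HCl pH 8.0, 2mM CaCl2, 2mM beta-mercaptoethanol, 0.05% CHAPS; 25nM Ub-CHOP2 plus 25nM reporter substrate added, fluorescence (Ex485/Em531) read after 60min.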
# B2AR arrestin: beta2AR (human) beta-arrestin recruitment activity; P07550; beta-arrestin recruitment to beta2AR, cell-based reporter; Potency, µM (top dose mostly 46.1 µM), for inactives: at the highest dose activation, actives largely listed as activators; actives 0.02% (n = 330,000); AID 492947;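 note: potency is the fitted concentration of half-maximal effect; 0% = DMSO controls and full agonism = EC100 isoproterenol or metaproterenol; nearly all actives have a fitted effect of over 65% in size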
# TSG101-PTAP inh: blocks PTAP/TSG101 interaction to inhibit HIV-1 budding. Q99816. Fluorescence polarization, FITC-PTAP peptide / Tsg101 binding. Potency, µM (titrated, usually from 115 µM), for inactives: at the highest dose activity change, negative = inhibition, usual class: inhibitors. 340,000 tested, under 10 active. AID 493005; active = well fitted inhibition curve with a large enough effect in the main read-out, with a control signal flat, not every such curve was filed as active; inconclusive = small, poorly fitted or top-dose-only effect, or effect the other way, or a change in a side signal; inactive = no such curve, though single readings can be large or run the other way; note: potency is the fitted concentration of half-maximal effect; % of control where 0% means no effect
#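 Tsg101 binding domain (10 uM final) was mixed with compound and a FITC-labeled PTAP peptide (50 nM final) in HEPES pH 7.5 buffer with NaCl, Tween 20, EDTA and TCEP; fluorescence polarization was read after 20 min at r.t.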
# Integrin act MD: activators of alpha7 integrin expression for muscular dystrophy; Potency, µM (titrated, usually from 38.3 µM), for inactives: top-dose activation, hits mostly activators; alpha7betagal myoblasts, beta-gal FDG fluorescence, 48 h; actives 0.064% (n = 350,000);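 note: potency is the fitted concentration of half-maximal effect; 100% = response of the positive control SU9516; nearly all actives have a fitted effect of over 60% in size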
#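 Alpha7betagal+/- myoblasts (passage 13) were plated 16-24 hr, then exposed to compounds (1:260 dilution of DMSO stock) for 48 hours at 37C. After MPER lysis, β-galactosidase reporter activity was read as FDG fluorescence (ex 480/em 540) after 30 minutes.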
# * hit, by the source's call; ? = inconclusive; . = no result given; [ ] = remark or other dose. Unless noted, calls come from the whole dose curve; as a rule, active = well fitted curve in the direction sought with a large enough effect; inconclusive = small, poorly fitted or top-dose-only effect, or another doubt; inactive = no such curve, though single readings can be large; an effect the other way counts as inactive or inconclusive.
SMILES,ELG1 genotoxic,p53 reactivator,BRCA1 expr up,TRPV1 agonist,S-ASM inh,uPA surface inh,Eya2 phos inh,USP2a inh,B2AR arrestin,TSG101-PTAP inh,Integrin act MD
COc1ccc(NC(=O)N2CCN(CCC#N)CC2)cc1,-1%,2%,13%,-1,-2%,5%,31%,-2%,0.0%,1%,0%
COc1cccc2c1cc1c(=O)n(CC(=O)NC3CCCCC3)nc(C)n12,5%,-1%,8%,2,-2%,1%,-3%,2%,0.1%,-12%,-1%
Cc1cc(OCCn2ccnc2)cc(C(C)C)c1,0%,-8%,-20%,1,2%,2%,3%,1%,-2.6%,-3%,-2%
O=C(Cn1c(C(F)(F)F)nc2ccccc21)Oc1cccc(C(F)(F)F)c1,-3%,13%,2%,-5,-7%,4%,14%,0%,-0.9%,-7%,1%
COc1ccccc1N(CC(=O)N1CCCC1)S(=O)(=O)c1cc([N+](=O)[O-])ccc1Cl,-7%,0%,-25%,.,-1%,-24%,-17%,-3%,-0.6%,5%,-19%
CCOC(=O)C1CCN(C(=O)C23CC4CC(CC(C4)C2)C3)CC1,-3%,-15%,1%,25,-1%,0%,3%,4%,-0.3%,-7%,22%
CC(=O)c1cccc(NC(=O)C2CCN(C(=O)c3ccccc3Cl)CC2)c1,-5%,-7%,-11%,-2,4%,-8%,5%,-1%,0.0%,.,17%
CCOc1ccc(NC2=CC(=O)CCC2)cc1,-1%,3%,-1%,-9,-3%,-1%,12%,0%,0.3%,-4%,4%
O=C(N/N=C/c1c(Cl)cccc1Cl)C(=O)NC1CC1,5%,15%,0%,4,-3%,-1%,7%,-6%,0.1%,-7%,25%
CCOC(=O)N1CCC(N2C(=O)c3ccccc3C2Nc2ccccc2)CC1 (stereo not given),-6%,-2%,-26%,12,-2%,-9%,-14%,3%,-0.3%,0%,10%
CC(C)CC(=O)NC(=S)NNC(=O)c1ccc(NC(=O)C2CCCCC2)cc1,0%,9%,-59%,15,-2%,-1%,-7%,0%,-1.2%,-1%,2%
CC(NC(=O)c1ccc(CS(=O)(=O)Cc2ccccc2F)o1)c1ccc2c(c1)OCCO2 (stereo not given),-4%,-4%,6%,1,1%,8%,-3%,-2%,-0.1%,-3%,-14%
N#CC1=C(N)OC2=C(CN(Cc3ccccc3)C/C2=C\c2cccnc2)C1c1cccnc1 (stereo not given),-1%,-1%,-17%,.,9%,-4%,12%,1%,-0.2%,2%,-30%
CCn1c(N)c(C(=O)NCCOC)sc1=S,7%,-1%,-1%,-2,0%,7%,-1%,3%,0.0%,-1%,18%
COc1ccc(C(=O)NC(=S)NNC(=O)c2ccc(NC(=O)C(C)C)cc2)cc1,-2%,8%,-40%,-1,-2%,-2%,0%,3%,0.5%,-1%,-13%
O=C(CCc1ccccc1)NN1C(=O)C2C3C=CC(C3)C2C1=O (stereo not given),1%,5%,7%,2,8%,-1%,-7%,1%,-0.2%,3%,30%
Cc1cc(C)n(C(=O)c2ccc(S(=O)(=O)N3CCCC3)cc2)n1,-1%,4%,-16%,1,3%,2%,8%,4%,-0.1%,-3%,-3%
CC1CN(C(NC(=O)c2ccccc2)C(Cl)(Cl)Cl)CC(C)O1 (stereo not given),0%,-2%,1%,-1,-2%,-1%,-12%,2%,-0.1%,-3%,23%
CCOC(=O)N=Nc1c(O)n(CC(=O)OC)c2ccccc12,0%,0%,-1%,1,-2%,-2%,-5%,-4%,-0.2%,-2%,10%
CCOC(=O)c1c(C)n(C)c2ccc(O)c(S(=O)(=O)c3ccccc3)c12,1%,6%,-2%,1,3%,.,2%,1%,-0.5%,-3%,13%[7.66 µM]
COc1cc(CNn2c(C)n[nH]c2=S)cc(Cl)c1OCC(=O)NC(C)(C)C,-2%,2%,-18%,0,4%,-9%,-1%,0%,0.4%,-10%,7%
O=C(Nc1cccc(NC(=O)c2cccnc2Cl)c1)c1ccco1,1%,-15%,-14%,1,0%,-1%,-6%,3%,-0.7%,-6%,19%
CS(=O)(=O)c1cccc(C(=O)Nc2cccc(S(=O)(=O)N3CCCC3)c2)c1,-4%,-6%,-46%,2,3%,-3%,25%,-1%,0.3%,-2%,0%
COCC1CCN(Cc2cn[nH]c2-c2ccc(OC)c(F)c2)C1 (stereo not given),0%,-4%,9%,-3,-2%,-3%,30%,1%,-0.3%,-9%,1%
COc1ccc(C(c2nnnn2Cc2ccccc2)N2CCN(C(=O)c3ccco3)CC2)cc1OC (stereo not given),-1%,-4%,-18%,-4,-3%,-6%,-2%,-1%,0.0%,-2%,-3%
CCC/C(=N\NC(=O)Cc1csc(N2CCOCC2)n1)c1ccccc1,-4%,0%,-6%,3,2%,6%,-29%,0%,0.2%,0%,39%
Cc1ccc(NC(=O)COC(=O)c2c(-c3ccccc3)noc2C)c(C)c1,1%,7%,0%,-1,-1%,3%,?,1%,-1.3%,2%,-23%
CC(C)n1c(O)c(N=NC(=O)Cc2csc(N3CCOCC3)n2)c2ccccc21,-17%,-5%,0%,11,-5%,1%,-6%,4%,0.1%,-3%,-6%
Cc1cccc(-n2nc3c(c2NC(=O)c2ccc4c(c2)OCO4)CS(=O)(=O)C3)c1C,-3%,-4%,-2%,-2,0%,-12%,2%,0%,-0.9%,-4%,29%
O=C(O)[C@H]1CCCC[C@H]1C(=O)NCCNC(=O)[C@@H]1CCCC[C@@H]1C(=O)O,-6%,0%,7%,-6,4%,.,0%,-1%,-0.3%,-1%,9%[7.66 µM]
O=C(NS(=O)(=O)c1ccccc1)c1ccccc1O,-1%,-8%,-16%,0,6%,-6%,15%,0%,-2.3%,-8%,26%
CC1(c2ccccc2)NC(=O)N(CC(=O)N2CCOCC2)C1=O (stereo not given),0%,1%,0%,5,6%,.,-24%,3%,-0.5%,-5%,2%[7.66 µM]
COc1cnc(-c2cccc(C(F)(F)F)c2)nc1OC,3%,-2%,-8%,18,-3%,2%,-16%,0%,0.4%,-2%,?
Nc1nccc(-c2cc(-c3ccc(Cl)cc3Cl)no2)n1,?,7%,?,0,-1%,-11%,-5%,-1%,0.0%,0%,-12%
COCCn1c(C)cc(/C=C(\C#N)C(=O)OCC(=O)N(C)c2c(N)n(Cc3ccccc3)c(=O)[nH]c2=O)c1C,10%,6%,-3%,5,-3%,1%,-4%,3%,-0.2%,0%,1%
Nc1ccccc1SC1CC(=O)N(c2ccccc2Cl)C1=O (stereo not given),0%,-3%,16%,11,-1%,-3%,0%,5%,-0.6%,-1%,5%
COCCn1nnnc1CN(Cc1cc2cc(OC)c(OC)cc2[nH]c1=O)C1CCCC1,0%,-13%,-24%,1,41%[activator],-2%,15%,0%,0.3%,-3%,-9%
CC1CCN(Cc2nnnn2-c2ccc(Cl)cc2)CC1,-1%,3%,-4%,?,5%,8%,2%,2%,-0.5%,-1%,-3%
CCOC(=O)C1=C(C)NC2=C(C(=O)CCC2)C1c1cccnc1 (stereo not given),-1%,-4%,2%,-4,.,19%,-15%,-1%,-0.2%,.,18%
COC(=O)c1cc(NC(=O)c2cc(C)oc2C)cc(C(=O)OC)c1,-1%,-17%,-30%,0,-3%,-3%,-9%,-1%,-0.9%,-9%,-19%
O=C1/C(=C\c2ccccc2)CCC/C1=C/c1ccccc1,.,.,-32%,.,-1%,-7%,.,.,.,-1%,-59%[inhibitor]
Cc1ccc(C)c(NC(=S)/C(=C(\[O-])c2ccc(OC(F)F)cc2)[n+]2ccccc2)c1,-1%,-1%,-16%,0,0%,-6%,5%,6%,-0.5%,-2%,?
Cc1sc2ncn(-c3ccccc3)c(=O)c2c1C,12%,0%,33%,0,1%,4%,1%,7%,-0.1%,-4%,-7%
CCOc1ccc2nc(SCC(=O)Nc3ccc4[nH]c(=O)[nH]c4c3)[nH]c2c1,0%,6%,-4%,-3,-1%,-1%,-19%,2%,0.3%,1%,-8%
O=C(Cc1cccs1)Nc1nc2ccccc2s1,8%,?,7.1µM*,8,-5%,2%,8%,-1%,0.1%,-1%,-17%
COc1ccc(OC)c(Nc2nc(-c3cccc([N+](=O)[O-])c3)nc3ccccc23)c1,1%,4%,-3%[1.84 µM],-1,0%,1%,16%,-1%,0.1%,-6%,14%
CCOc1ccc(/C=C(/C#N)c2nnc(N3CCOCC3)n2-c2ccccc2)cc1OC,.,.,-20%,.,4%,-4%,.,.,.,-2%,0%

# An unsorted share of the library; overall some 2.6% were active at least once.
